pCIP destab: p/CIP protein destabilization; actives 0.01% (n = 290,000); F442A p/CIP-EGFP cells, EGFP fluorescence, 16 h; decrease of EGFP signal, % at 10 µM; Q05BA5;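 active = EGFP signal decrease of at least 30% at 10 µM or well 3 SD below plate mean, unless failing retest; inactive = the rest, including hits failing retest or dose response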; note: some compounds called inactive have numbers as strong as hits; many of its hits are not listed in these tables
CRFBP-R2 agonist: agonists of human CRF-binding protein/CRF-R2 receptor complex. HEK293 CRF-R2/CRF-BP, calcium dye fluorescence (FLIPR); percent of saturating CRF peptide response. activation, % at 13.2 µM. actives 0.46% (n = 350,000). AID 588473;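 active = activation of at least 50%, plus an integration ratio under a set limit after plate pattern correction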;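 note: plate controls were neutral control wells without compound for no effect and CRF at EC100 for full effect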
GalR3 antagonist: human GalR3 antagonism. inhibition, % at 3 µM. O60755. HEK293 GalR3-CNG cAMP membrane potential fluorescence; galR3 body fused to GalR1 C-terminus. actives 0.44% (n = 360,000);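 active = inhibition above the screen-wide average plus 3 SD, cut at about 13% in these data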;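 note: forskolin and galanin both at EC90 stimulate the cells; cAMP rise reported by CNG channel membrane potential dye signal; 0% = forskolin plus galanin with DMSO and 100% = forskolin alone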
PHOSPHO1 inh: inhibitors of human PHOSPHO1 phosphatase | Q8TCT1 | recombinant PHOSPHO1, absorbance phosphatase assay | inhibition, % at 13.3 µM | actives 1.1% (n = 290,000) | AID 1565; in the data active = inhibition above about 60%
IDE act: IDE (human) activation, cell-based | HEK cells, FAbeta-B cleavage, fluorescence polarization; 0% vehicle, 100% cell-free pure enzyme wells | actives 0.073% (n = 340,000) | P14735 | activation, % at 5.96 µM;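 active = activation above the mean of all tested compounds plus 3 SD, set per screening campaign, cut at about 17% in these data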
M4 PAM: positive allosteric modulators of human muscarinic M4 receptor; P08173; CHO-K1 hM4/Gqi5, Fluo-8 calcium fluorescence, ACh EC20; 0% = ACh EC20, 100% = maximal ACh; activation, % at 3 µM; actives 0.4% (n = 360,000);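 active = activation above its plate's cutoff, the mean activation of sample wells plus 3 SD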; note: some results filed as inactive read as strong as hits
CRFBP-R2 block: CRF-BP/CRF-R2 complex antagonism. HEK293 CRF-R2/CRF-BP, CRF-induced calcium fluorescence. inhibition, % at 11.8 µM. actives 0.59% (n = 350,000). AID 588475;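 active = inhibition of the ligand-induced calcium signal above about 50% at the single tested concentration, limit read from the data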
MEKK3 PB1 HTS: MEKK3-MEK5 PB1 interaction, increase or decrease; actives 1.4% (n = 290,000); binding response (% of control), % at 10 µM; bead-based flow cytometry, Alexa488-MEK5 binding to MEKK3; actives lie on both sides; 0 = blocked by unlabeled MEK5, 100 = vehicle; Q99759; AID 1529;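 active = binding response more than 3 SD above or below the average of its plate-row segment, actives on both sides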;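 note: Alexa488 bead fluorescence after subtracting the streptavidin-only scavenger bead signal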
IDE cell inh: cellular human IDE inhibition. P14735. HEK cells, FAbetaB cleavage, fluorescence polarization. inhibition, % at 5.59 µM. actives 0.41% (n = 320,000);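 active = percent inhibition above the average of all tested compounds plus 3 SD, set per screening campaign, cut at about 16% in these data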;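 note: IDE supplied by intact live HEK cells; FP after avidin binding of uncleaved biotin substrate so inhibition keeps polarization high; 0% = DMSO wells and 100% = 60 µM reference IDE inhibitor Ii1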
Active calls of the source: *; . = no result given.

cpd	mol	pCIP destab	CRFBP-R2 agonist	GalR3 antagonist	PHOSPHO1 inh	IDE act
1	CC(C)(C)n1nc2c(c1NC(=O)c1cc3ccccc3o1)CS(=O)(=O)C2	4.2	-2.3	2.5	43.0	0.1
2	COc1ccc(S(=O)(=O)N2CCCC2CNC(=O)C(=O)NCc2ccccc2Cl)cc1 (stereo unspecified)	.	-0.4	-3.4	.	0.5
3	CCCc1c(C(=O)N2CCN(c3ccccc3OC)CC2)cnn1-c1ccccc1	3.0	0.1	-0.6	24.6	-3.4
4	Fc1ccc(-n2nnc(-c3ccccc3Cl)n2)cc1	1.4	-1.1	-4.1	34.8	-0.5
5	CCOC(=O)c1c(C)[nH]c(C(=O)COC(=O)c2[nH]c(C)c(C(C)=O)c2C)c1C	-4.9	0.5	-3.5	3.2	-10.9
6	CCC(=O)c1cn(CC(=O)Nc2ccccc2F)c2ccccc12	-6.0	-0.3	-1.9	24.7	-1.5
7	Cc1ccc(NC(=O)CCC(=O)OCCCC(F)(F)C(F)(F)F)cc1	8.7	-1.8	-1.2	4.4	1.9
8	CCc1nnc2sc(-c3ccc(NC(=O)CSc4ccc(Cl)cc4)cc3)nn12	.	3.4	-2.2	.	-3.0
9	Cc1ccc(C(=O)Nc2nc3c(s2)CCCC3)o1	0.8	0.8	-5.6	7.8	0.6
10	Cc1c(C(=O)Nc2ccccc2C(=O)N2CCCC2)cccc1[N+](=O)[O-]	21.2	0.6	1.4	34.9	4.7
11	O=S(=O)(/N=C(/Nc1ccccn1)c1ccccc1)c1ccccc1	2.9	-0.7	-1.6	-24.1	-0.7
12	COc1cc(C)ccc1OCC(=O)NC1CCCCCC1	.	-4.1	-5.5	.	-2.1
13	CCc1nn(CCCC(=O)NCc2cc(Br)ccc2OC)c(=O)c2cc3occc3n12	2.9	-0.7	-9.6	19.9	2.2
14	O=C1CC(c2ccccc2)c2ccccc21 (stereo unspecified)	7.0	3.0	-3.6	32.6	2.3
15	CS(=O)(=O)CCC(C(=O)n1nnc2ccccc21)N1C(=O)c2ccccc2C1=O (stereo unspecified)	-12.1	-0.8	-3.0	-6.6	4.1

cpd	M4 PAM	CRFBP-R2 block	MEKK3 PB1 HTS	IDE cell inh
1	3.9	-11.3	99.0	6.6
2	-1.2	-2.6	.	-1.1
3	-3.1	13.3	95.0	11.2
4	-1.8	6.2	104.0	0.6
5	-0.3	-3.8	88.0	11.5
6	3.1	14.1	100.0	2.1
7	-4.8	19.1	97.0	-2.4
8	9.3	-90.7	.	8.9
9	4.7	-1.0	100.0	-6.7
10	6.2	4.6	100.0	-7.7
11	10.0	2.3	72.0	-2.2
12	-2.7	4.7	.	-4.0
13	-6.1	-7.1	100.0	1.4
14	-7.6	14.7	99.0	7.1
15	5.3	7.7	115.0	1.3

Quoted at random: five compounds from above
cpd	mol	pCIP destab	CRFBP-R2 agonist	GalR3 antagonist	PHOSPHO1 inh	IDE act
7	Cc1ccc(NC(=O)CCC(=O)OCCCC(F)(F)C(F)(F)F)cc1	8.7	-1.8	-1.2	4.4	1.9
9	Cc1ccc(C(=O)Nc2nc3c(s2)CCCC3)o1	0.8	0.8	-5.6	7.8	0.6
10	Cc1c(C(=O)Nc2ccccc2C(=O)N2CCCC2)cccc1[N+](=O)[O-]	21.2	0.6	1.4	34.9	4.7
8	CCc1nnc2sc(-c3ccc(NC(=O)CSc4ccc(Cl)cc4)cc3)nn12	.	3.4	-2.2	.	-3.0
15	CS(=O)(=O)CCC(C(=O)n1nnc2ccccc21)N1C(=O)c2ccccc2C1=O (stereo unspecified)	-12.1	-0.8	-3.0	-6.6	4.1

cpd	M4 PAM	CRFBP-R2 block	MEKK3 PB1 HTS	IDE cell inh
7	-4.8	19.1	97.0	-2.4
9	4.7	-1.0	100.0	-6.7
10	6.2	4.6	100.0	-7.7
8	9.3	-90.7	.	8.9
15	5.3	7.7	115.0	1.3

An excerpt from above in order of their number in IDE cell inh, falling.
cpd	mol	pCIP destab	CRFBP-R2 agonist	GalR3 antagonist	PHOSPHO1 inh	IDE act
5	CCOC(=O)c1c(C)[nH]c(C(=O)COC(=O)c2[nH]c(C)c(C(C)=O)c2C)c1C	-4.9	0.5	-3.5	3.2	-10.9
8	CCc1nnc2sc(-c3ccc(NC(=O)CSc4ccc(Cl)cc4)cc3)nn12	.	3.4	-2.2	.	-3.0
9	Cc1ccc(C(=O)Nc2nc3c(s2)CCCC3)o1	0.8	0.8	-5.6	7.8	0.6

cpd	M4 PAM	CRFBP-R2 block	MEKK3 PB1 HTS	IDE cell inh
5	-0.3	-3.8	88.0	11.5
8	9.3	-90.7	.	8.9
9	4.7	-1.0	100.0	-6.7

Results in pCIP destab (2 entries from above):
#	Structure	pCIP destab
9	Cc1ccc(C(=O)Nc2nc3c(s2)CCCC3)o1	0.8
10	Cc1c(C(=O)Nc2ccccc2C(=O)N2CCCC2)cccc1[N+](=O)[O-]	21.2
